Screens deposited in PubChem BioAssay by several laboratories.
M1 antagonist: M1 muscarinic receptor (rat) antagonism; CHO-M1 cells, Fluo-4 calcium, ACh EC80 antagonist mode; stronger effect = lower value; 64,000 tested, 3.4% active; P08482; B-score at 10 µM;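 active = calcium fluorescence response, raw or row-and-column corrected B-score, differing from the plate sample mean either way at a set confidence level, mostly lower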
Her2 expr inh: inhibitors of human Her2 kinase expression; P04626; 65,000 tested, 0.69% active; SKBR-3 HER2 protein level, AlphaScreen, 18-24 h; stronger effect = lower value; HER2 level % of control, % at 10 µM; AID 645;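 active = HER2 level under 5% of the carrier-only control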;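 note: 100% = DMSO carrier and 0% = 500 nM PU-H71 HSP90 inhibitor; lower value means stronger loss of Her2 protein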
Hsp90 inh: displaces geldanamycin probe from tumor Hsp90. P07900. NCI-N417 lysate Hsp90, Cy3B-geldanamycin FP displacement. inhibition, % at 30 µM. 64,000 tested, 0.35% active. AID 429;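 active = inhibition above 50%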;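 note: 0% = tracer plus lysate wells and 100% = tracer alone without lysate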
E coli RNAP: Escherichia coli RNA polymerase inhibition; AID 559; inhibition, %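 (tested at 10 µM)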; P0A8V2; 62,000 tested, 0.2% active; E. coli RNA polymerase, fluorescence transcription assay; in the data active = inhibition above about 20%;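 note: 0% = enzyme without compound and 100% = no enzyme blank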
D1 mod: D1 dopamine receptor (human) allosteric modulation; AID 641; P21728; HEK293 D1, CRE-luciferase, dopamine EC30 potentiation; actives deviate in either direction; B-score at 10 µM; 58,000 tested, 5.9% active;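 active = luminescence count or its row- and column-corrected plate score outside the 99.7% band of the plate's sample wells, on either side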
Target sequence (P21728 whole entry, looked up): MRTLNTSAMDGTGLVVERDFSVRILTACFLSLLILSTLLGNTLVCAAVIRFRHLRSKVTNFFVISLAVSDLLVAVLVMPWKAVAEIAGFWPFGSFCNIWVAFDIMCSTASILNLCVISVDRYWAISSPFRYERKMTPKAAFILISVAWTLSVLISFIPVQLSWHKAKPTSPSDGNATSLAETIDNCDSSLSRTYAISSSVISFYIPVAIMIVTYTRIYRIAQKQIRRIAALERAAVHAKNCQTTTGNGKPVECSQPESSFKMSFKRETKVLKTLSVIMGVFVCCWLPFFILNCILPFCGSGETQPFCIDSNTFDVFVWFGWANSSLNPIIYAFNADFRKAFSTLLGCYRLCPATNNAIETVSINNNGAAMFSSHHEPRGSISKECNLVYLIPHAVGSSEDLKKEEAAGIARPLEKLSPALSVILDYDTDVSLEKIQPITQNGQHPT
M1 agonist: M1 muscarinic receptor agonism; CHO-M1 cells, Fluo-4 calcium fluorescence, agonist mode; stronger effect = higher value; B-score at 10 µM; 64,000 tested, 3% active; AID 626;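 active = fluorescence rise, raw or as B-score row- and column-corrected plate score, outside the 99.7% band of its plate's samples, either direction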
NADH coupling: inhibitors of enzymes used to reach an NAD/NADH endpoint. 65,000 tested, 0.02% active. IC50, µM (doses to about 10 µM), for the others: at the highest dose inhibition. coupled PK/LDH NADH assays, four targets;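 active = single-dose screening hits from any of four coupled enzyme assays that gave an IC50 when retested across doses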;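 note: the DPM-DC format reads NADH fluorescence rather than 340 nm absorbance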
5HT1a ag: 5-HT1a (human) receptor agonism. CHO 5-HT1a Ga15 NFAT-bla reporter, FRET ratio; 0% basal, 100% maximal reference agonist. P08908. activation, % at 10 µM. 65,000 tested, 0.56% active;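 active = activation above the screen-wide mean activation plus 3 SD, cut at about 19% in these data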;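 note: 0% = DMSO wells and 100% = 5-CT at EC100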
Target sequence (P08908 whole entry, looked up): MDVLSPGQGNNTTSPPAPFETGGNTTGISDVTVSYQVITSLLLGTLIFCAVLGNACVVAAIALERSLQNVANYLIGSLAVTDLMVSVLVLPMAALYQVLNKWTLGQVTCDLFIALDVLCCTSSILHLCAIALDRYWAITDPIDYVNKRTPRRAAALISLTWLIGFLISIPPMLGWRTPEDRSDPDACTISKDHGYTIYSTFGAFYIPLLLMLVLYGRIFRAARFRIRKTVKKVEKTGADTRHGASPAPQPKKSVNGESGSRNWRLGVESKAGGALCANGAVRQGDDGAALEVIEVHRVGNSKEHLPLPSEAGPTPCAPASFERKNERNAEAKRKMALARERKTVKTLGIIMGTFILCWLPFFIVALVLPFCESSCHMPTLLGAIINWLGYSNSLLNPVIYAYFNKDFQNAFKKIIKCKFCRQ
Autofluor 339: intrinsic fluorescence of library compounds, ex339/em460 – biochemical, MLSMR library, data from DPM-DC assay, artefact control, profiling panel; 65,000 tested, 5.5% active; AID 709; fluorescence fold increase at 10 µM; compound autofluorescence, ex339/em460 nm, NADH buffer; stronger effect = higher value; 1 = no-compound wells, NADH background;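 active = at 10 µM, mean starting fluorescence two-fold or more over control wells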;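 note: signal is the first read of a kinetic run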
* hit, by the source's call; x = not tested or not shown; [ ] = dose if it differs, or a comment.

Fields: M1 antagonist, Her2 expr inh, Hsp90 inh, E coli RNAP, D1 mod, M1 agonist, NADH coupling, 5HT1a ag, Autofluor 339
- Cc1nc(C)c(C(=O)C2=C(O)C(=O)N(CCCN(C)C)C2c2ccco2)s1 (centres undefined)
 : -0.11, 70, -11, 10, 0.0032, 0.52, 7%, 2.0, 1.1
- CCc1ccc(N(CC(=O)O)S(=O)(=O)c2c(C)noc2C)cc1
 : -0.55, 74, -2, 4, x, -0.11, 2%, 0.6, 1.1
- Cc1ccc2[nH]c(C(=O)O)c(NC(=O)CN3CCN(c4cccc(C)c4C)CC3)c2c1
 : 0.6, 70, -6, 3, 0.16, 0.41, 9%, -1.5, 1.1
- O=C(Nc1ccc2c(c1)OCO2)c1cncc(Br)c1
 : -0.0039, 113, -3, 6, -0.55, 2, 2%, 2.2, 1.1
- CCOC(=O)Nc1nnc(-c2ccccc2OC)s1
 : 0.77, 117, 1, -6, 0.67, -0.99, 2%[fluoresces], -3.2, 2.8*
- COc1ccc(/C(O)=C2/C(=O)C(=O)N(Cc3cccnc3)C2c2ccccn2)cc1 (centres undefined)
 : 0.076, 90, -1, 3, -1.4, 0.13, 5%, 0.8, 1.1
- CC(C)CCCNc1nc(N2CCOCC2)nc(N2CCOCC2)n1
 : 0.24, 102, -4, -1, 1.2, -0.17, 5%, -2.6, 1
- O=C(CSC1=NCCS1)NCc1ccco1
 : -0.2, 65, -1, -15, -0.22, -0.0073, 1%, -0.8, 1
- O=C(NCCNC(=O)C1CC2CCC1C2)C1CC2CCC1C2 (centres undefined)
 : -0.27, 92, 1, 3, -0.31, 1.6, 5%, -4.0, 1.1
- Cc1cc(C(=O)Nc2c(F)cc(F)cc2Br)c(C)o1
 : 0.043, 127, -1, 5, -0.25, -0.56, 11%, -3.3, 0.81

Another view of part of the listing above.
| Molecule | M1 antagonist | Her2 expr inh | Hsp90 inh | E coli RNAP | D1 mod | M1 agonist | NADH coupling | 5HT1a ag | Autofluor 339 |
| --- | --- | --- | --- | --- | --- | --- | --- | --- | --- |
| Cc1nc(C)c(C(=O)C2=C(O)C(=O)N(CCCN(C)C)C2c2ccco2)s1 (centres undefined) | -0.11 | 70 | -11 | 10 | 0.0032 | 0.52 | 7% | 2.0 | 1.1 |
| CCc1ccc(N(CC(=O)O)S(=O)(=O)c2c(C)noc2C)cc1 | -0.55 | 74 | -2 | 4 | x | -0.11 | 2% | 0.6 | 1.1 |
| Cc1ccc2[nH]c(C(=O)O)c(NC(=O)CN3CCN(c4cccc(C)c4C)CC3)c2c1 | 0.6 | 70 | -6 | 3 | 0.16 | 0.41 | 9% | -1.5 | 1.1 |

New compounds follow
Fields: M1 antagonist, Her2 expr inh, Hsp90 inh, E coli RNAP, D1 mod, M1 agonist, NADH coupling, 5HT1a ag, Autofluor 339
- CC(=O)c1cccc(NC(=O)N2CCCC2C(=O)Nc2cccc(C)c2C)c1 (centres undefined)
 : -0.98, 111, x, 2, -0.057, 0.43, 3%, 0.4, 1.1
- CCOC(=O)CSc1ccc2nnc(-c3cccnc3)n2n1
 : -0.44, 86, -1, -2, 0.86, 0.034, 6%, -1.6, 1.7
- Cc1nnc(SCCn2c(N3CCCC(C)C3)nc3c2c(=O)n(C)c(=O)n3C)s1 (centres undefined)
 : -2.4, 94, 2, 19, 0.89, 0.14, 1%, 0.1, 1.1
- O=S(=O)(c1ccccc1)N1CCN(C2CCCCCCC2)CC1
 : -1, 79, -4, -13, 0.46, -0.62, 3%, 0.7, 1
- O=C(Nc1cc(=O)c2ccccc2o1)N1CCOCC1
 : x, 79, 1, 3, x, x, 11%, 0.5, 1.6
- O=C(NCCOCC(F)(F)C(F)F)c1cc(F)c(F)cc1Cl
 : 0.62, 84, 1, 6, -0.28, -0.26, 2%, 0.8, 1.1
- COc1ccc(S(=O)(=O)Nc2cc(C)c(O)c(S(=O)(=O)c3ccccc3)c2)cc1
 : 0.18, 82, 2, 4, 0.81, 0.14, 6%, -0.4, 1.1
- CCCCOc1ccc(C(=O)Nn2cnnc2)cc1
 : -0.43, 135, -1, 11, -0.19, -0.44, 10%, 2.3, 1
- CCOC(=O)c1c(N)n(CCOC(=O)c2cccs2)c2nc3ccccc3nc12
 : -1, 49, -18, -22, 0.78, 9.8*, 9%[fluoresces], 1.5, 3.7*
- CCn1c(CCNC(=O)c2ccc(Cl)cc2)nnc1SCC(=O)NC1CCCC1
 : -0.16, 97, 0, 5, 0.82, 2, 1%, -1.9, 1.1
- O=c1cc(CO)oc(C(Nc2ccccn2)c2ccc(C(F)(F)F)cc2)c1O (centres undefined)
 : -1.8, 85, -1, 4, -0.041, -0.13, 7%, -0.2, 1
- COc1cccc(C2C(C#N)=C(N)Oc3cc(C)n(Cc4ccccn4)c(=O)c32)c1OC (centres undefined)
 : -0.036, 77, -3, -1, x, -0.31, 4%, -0.8, 1.1
- CN1CCN(C2=C(Cl)C(=O)N(c3cccc(Cl)c3)C2=O)CC1
 : -0.73, 111, -5, 14, -0.21, -1.2, 3%, -3.4, 1
- c1csc(CSc2nc3ccccc3s2)c1
 : -0.48, 78, 3, -5, -0.41, 0.25, 5%, -2.5, 1.1
- NC(=O)c1nsc(C(=O)N(CC(=O)NCc2ccc3c(c2)OCO3)C2CCCC2)c1N
 : -1, 108, 1, 6, 0.057, 1.4, 9%, -1.3, 2.1*
- CCNC(=O)CP(=O)(c1ccccc1)c1ccccc1
 : 0.36, 114, -3, x, -0.043, 0.4, 2%, -2.2, 1.1
- O=C(c1cc(F)c(F)cc1Cl)N1CCCCC1
 : -0.39, 75, -4, 12, 0.31, -1.1, 6%, -0.7, 1
- O=C(NCc1ccccn1)c1cc2n(n1)C(C(F)(F)F)CC(c1ccco1)N2 (centres undefined)
 : 0.51, 118, -8, -1, -0.98, -1.1, 6%, 2.8, 1.1
- Nc1nnc(CCC2CCCCC2)s1
 : -0.6, 80, 2, x, x, -0.13, 5%, -1.5, 1.1
- CCn1c(SCC(N)=O)nnc1-c1cc2c(C)nn(-c3ccccc3)c2s1
 : -2.7*, 88, -4, 2, 1.7, 0.75, 8%, -0.8, 1.1

An excerpt of these results, tab-delimited:
compound	M1 antagonist	Her2 expr inh	Hsp90 inh	E coli RNAP	D1 mod	M1 agonist	NADH coupling	5HT1a ag	Autofluor 339
COc1cccc(C2C(C#N)=C(N)Oc3cc(C)n(Cc4ccccn4)c(=O)c32)c1OC (centres undefined)	-0.036	77	-3	-1	x	-0.31	4%	-0.8	1.1
CN1CCN(C2=C(Cl)C(=O)N(c3cccc(Cl)c3)C2=O)CC1	-0.73	111	-5	14	-0.21	-1.2	3%	-3.4	1
c1csc(CSc2nc3ccccc3s2)c1	-0.48	78	3	-5	-0.41	0.25	5%	-2.5	1.1
NC(=O)c1nsc(C(=O)N(CC(=O)NCc2ccc3c(c2)OCO3)C2CCCC2)c1N	-1	108	1	6	0.057	1.4	9%	-1.3	2.1*
CCNC(=O)CP(=O)(c1ccccc1)c1ccccc1	0.36	114	-3	x	-0.043	0.4	2%	-2.2	1.1
O=C(c1cc(F)c(F)cc1Cl)N1CCCCC1	-0.39	75	-4	12	0.31	-1.1	6%	-0.7	1

(list continues)
Fields: M1 antagonist, Her2 expr inh, Hsp90 inh, E coli RNAP, D1 mod, M1 agonist, NADH coupling, 5HT1a ag, Autofluor 339
- Cc1cc(C(=O)NCc2cccs2)cs1
 : 0.1, 105, 1, 6, 0.55, 0.25, 5%, 0.2, 1.1
- COc1ccc(Cc2noc(-c3ccc(OC)c(OC)c3)n2)cc1OC
 : -0.095, 106, -1, 1, 12*, -0.8, 6%, -1.9, 1.1
- COc1ccccc1OCc1ccc(C(=O)Nc2ccncc2)o1
 : -0.4, 79, -3, 10, 0.095, 0.018, 4%, -1.4, 0.98
- O=C(CCCCCN1C(=O)c2ccccc2C1=O)NCc1ccccn1
 : 0.077, 90, -1, 4, 0.24, -0.74, 7%, -2.7, 1.1
- COc1ccc(C2CC(c3ccc(Cl)cc3Cl)Nc3nc(N)nn32)cc1OC (centres undefined)
 : -0.48, 109, -3, 6, -0.18, 0.061, 2%, -1.5, 1.1
- CCCC(=O)N=c1sc2cccc(F)c2n1C
 : 0.14, 99, -3, 1, 0.69, 2.1, 6%, 0.2, 1.1
- Cc1cc(NC(=O)COc2ncnc3sc(C)c(C)c23)no1
 : 0.45, 87, -1, 11, 1, 15*, 4%, 2.2, 1
- CC1CCC(C(=O)NC(C(=O)NCCN2CCC(C)CC2)C(C)C)CC1 (centres undefined)
 : 0.13, 106, -5, -5, 0.35, 0.25, 2%, -0.4, 1
- COc1ccc(C(=O)Nc2ccc(S(=O)(=O)Nc3nccnc3OC)cc2)cc1OC
 : -19*, 77, -5, -4, -0.31, 25*, 2%, -4.0, 1
- C/C=C/c1ccc(Oc2nnnn2-c2ccc(C(=O)O)cc2)c(OC)c1
 : 1, 86, -4, 13, 0.022, 0.71, 6%, -0.4, 1.1
- CCC(=O)N1CCc2cc(S(=O)(=O)CCC(=O)NCCC3=CCCCC3)ccc21
 : 0.61, 199, -1, -1, 0.34, -0.35, 9%, -2.8, 1.1
- CC(C)(C)C(=O)CN1C(=O)C2(OCCO2)c2ccccc21
 : 1.5, 132, -2, 13, 0.53, 0.88, 4%, -0.2, 1.1
- CN(C(=O)c1ccccn1)c1nnc(-c2ccccn2)s1
 : -0.00029, 65, 2, -2, 0.2, 0.073, 11%[fluoresces], -1.0, 3.7*
- COc1cccc2cc(C(=O)C3=C(O)C(=O)N(CCCN(C)C)C3c3ccncc3)oc12 (centres undefined)
 : 0.0066, 179, -12, -7, -0.049, -2.1, 5%, 0.2, 1.1
- Cc1nc2ccccc2c2oc(C(=O)N3CCC(N4CCCCC4)CC3)cc12
 : -0.94, 70, -6, 11, -0.22, 0.5, 2%, -0.6, 0.99
- CCN1CCN(C(c2cccs2)C(C)NC(=O)c2cccc(OC)c2OC)CC1 (centres undefined)
 : 0.29, 85, -5, 3, 0.55, -0.039, 6%, -3.0, 1.1
- COc1ccc(Cc2nnc(Nc3ccc(C)cc3C)[nH]c2=O)cc1
 : -0.06, 31, x, 9, -0.76, -0.29, 12%, 1.1, 1.1
- COc1ccc(CNC(=O)c2ccc(CN3CCOCC3)cc2)cc1
 : 0.57, 75, -4, 8, -0.54, 0.15, 7%, 1.3, 1
- Cn1c(NCCCN2CCOCC2)nc2c1c(=O)n(Cc1ccc(Cl)cc1)c(=O)n2C
 : -0.42, 124, -4, 3, -0.19, -0.58, 6%, -3.1, 1.1
- CC(=NCCc1ccccc1)C1=C(O)COC1=O
 : -0.42, 103, -4, -5, 0.082, 0.9, 5%, -1.9, 1.1
- O=C(Nc1cccc(C(F)(F)F)c1)c1cccnc1N1CCN(CCO)CC1
 : 0, 100, -5, 6, -1, 0.088, 4%, -2.3, 1.1
- O=C(Nc1cccc(Br)c1)c1cc2ccccc2o1
 : -0.7, 79, -5, -3, -0.7, 1.2, 5%, -5.8, 1.1
- O=C(CN1CCN(c2ccc(F)cc2)CC1)Nc1cccc(C(F)(F)F)c1
 : -1.8, 99, 1, 6, 0.078, -0.39, 6%, -0.8, 1
- O=C(COc1ccccc1)NCCc1cn2ccsc2n1
 : -0.37, 101, -6, 6, 0.012, 0.048, 5%, -3.0, 1.1
